Screening results (PubChem)
VCAM1 TNFa inh – reduces TNF alpha induced VCAM1 expression in HUVEC; HUVEC TNFa-induced VCAM-1 immunofluorescence, high-content imaging; AID 802; 95,000 tested, 0.48% active; inhibition, % at 2 µM;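 active means inhibition above the batch mean plus 3 SD, with images confirmed as a hit by eye, cut at about 37% in these data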;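 further: 0% = TNF-stimulated DMSO wells and 100% = unstimulated control wells; not every result past the cut was called active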
TNFa cytotox – toxic to HUVEC cells under TNF alpha stimulation; HUVEC TNFalpha-stimulated, Hoechst cell count, imaging; 93,000 tested, 0.17% active; cell count reduction, % at 2 µM; AID 848;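 active means cell count reduction exceeding the screen mean by over 5 SD, scaled to untreated wells per plate, cut at about 78% in these data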;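 further: cells counted after 24 h of TNF alpha exposure following the 1 h pretreatment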
PTPN22 inh 2 – LYP (human) phosphatase inhibition | Q9Y2R2 | recombinant LYP catalytic domain, DiFMUP fluorescence | inhibition, % at 2 µM | 96,000 tested, 0.21% active | AID 640;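 active means inhibition at 2 µM at or above a set limit, the screen mean plus 3 SD, cut at about 24% in these data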;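 further: 0% = DMSO with enzyme and 100% = enzyme fully blocked by orthovanadate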
IL1B cytotox – toxic to HUVEC cells under IL-1B stimulation; cell count reduction, % at 2 µM; AID 845; 94,000 tested, 0.41% active; HUVEC cell count loss, Hoechst imaging, IL-1B stimulated;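 active means cell count reduction more than 3 SD above the screen-wide mean, cut at about 70% in these data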;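 further: normalized per plate to untreated control cells as the no-loss baseline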
cytoskel mod – alters cytoskeleton assembly in HUVEC cells | HUVEC TNFa F-actin phalloidin imaging, high content | inhibition, % at 2 µM | 91,000 tested, 0.18% active | AID 836;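 active means inhibition above the batch mean plus 3 SD and confirmed as a hit by visual image inspection, cut at about 30% in these data, passing the limit was not always enough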; further: strong numbers were not always called active
ERa SRC1 inh – blocks coactivator binding to human estrogen receptor alpha | P03372 | TR-FRET ER-alpha LBD / SRC-1 peptide, estradiol-bound | 86,000 tested, 1.7% active | inhibition, % at 25.6 µM | AID 629; in the data active means inhibition above about 50%;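 further: 0% = receptor plus peptide control and 100% = peptide only without receptor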
PTPN22 act – LYP (human) phosphatase activation. Q9Y2R2. recombinant LYP, DiFMUP fluorescence; 0 = plate median, 100 = signal doubled. activation, % at 2 µM. 96,000 tested, 0.11% active. AID 697;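 active means activation at 2 µM above a set limit, the mean plus 5 SD, cut at about 37% in these data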
FAK blocker – blocks human focal adhesion kinase activity. Q05397. biochemical FAK kinase activity assay. inhibition, %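 (tested at 7 µM)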. 97,000 tested, 0.84% active. AID 727; in the data active means inhibition above about 19%;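 further: 0% = DMSO and 100% = reference compound high control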
PTK2B oligo ant – antagonists of human Pyk2 oligomerization | Q293 cells, Pyk2 FERM NanoBiT luminescence; stronger effect = lower value | z-score (the deposit names both 25 µM and 10 µM) | 99,000 tested, 0.83% active | AID 1347419;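 active means Z-score of -3 or lower, scaled per plate to the spread of control and sample wells; inactive means z-score above -3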;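 further: negative z-score means lost luminescence so less FERM oligomerization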
Target sequence (Q14289 whole entry, looked up): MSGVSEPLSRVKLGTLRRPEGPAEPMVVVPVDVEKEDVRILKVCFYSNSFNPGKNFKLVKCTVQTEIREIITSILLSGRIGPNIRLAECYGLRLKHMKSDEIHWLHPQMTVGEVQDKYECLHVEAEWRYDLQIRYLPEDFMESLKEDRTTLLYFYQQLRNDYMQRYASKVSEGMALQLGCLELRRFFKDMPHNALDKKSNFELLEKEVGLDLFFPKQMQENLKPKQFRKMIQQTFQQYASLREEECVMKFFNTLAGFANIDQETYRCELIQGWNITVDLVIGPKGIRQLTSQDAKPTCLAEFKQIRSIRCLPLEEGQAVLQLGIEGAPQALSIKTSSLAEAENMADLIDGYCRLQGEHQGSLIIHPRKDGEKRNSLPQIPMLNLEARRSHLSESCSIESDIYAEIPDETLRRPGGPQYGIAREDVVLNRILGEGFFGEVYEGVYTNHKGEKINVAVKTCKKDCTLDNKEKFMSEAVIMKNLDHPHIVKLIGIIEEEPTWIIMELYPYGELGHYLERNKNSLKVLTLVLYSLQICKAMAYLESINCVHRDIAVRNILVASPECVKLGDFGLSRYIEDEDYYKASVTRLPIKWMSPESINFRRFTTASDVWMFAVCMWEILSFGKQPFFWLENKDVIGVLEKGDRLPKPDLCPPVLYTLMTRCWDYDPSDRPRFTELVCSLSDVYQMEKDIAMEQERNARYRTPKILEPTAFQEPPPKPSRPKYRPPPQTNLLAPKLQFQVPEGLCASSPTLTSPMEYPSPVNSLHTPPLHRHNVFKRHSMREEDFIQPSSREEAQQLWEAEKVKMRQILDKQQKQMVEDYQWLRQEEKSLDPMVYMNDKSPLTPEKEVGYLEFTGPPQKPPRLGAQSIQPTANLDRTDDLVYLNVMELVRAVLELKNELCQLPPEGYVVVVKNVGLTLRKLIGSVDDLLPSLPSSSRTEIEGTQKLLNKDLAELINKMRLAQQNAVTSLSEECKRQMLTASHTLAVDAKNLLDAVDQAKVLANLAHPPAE
* marks the source's active call; other numbers are inactive results; / = no result given; [ ] = another dose, or the depositor's remark. No enrichment for hits (roughly 3.8% active in at least one column).

SMILES	VCAM1 TNFa inh	TNFa cytotox	PTPN22 inh 2	IL1B cytotox	cytoskel mod	ERa SRC1 inh	PTPN22 act	FAK blocker	PTK2B oligo ant
Cc1cc(C)nc(Nc2n[nH]c(-c3cccc4ccccc34)n2)n1	4	-5	9	6	25	-7	-7	0	-1.8
CSc1ccc(Cl)c(C(=O)NCCOc2ccccc2)c1	1	-3	-3	/	22	/	6	2	0.83
CN1C(=S)SC(C)(NO)C1(C)C (configuration not stated)	17	-3	-8	-6	1	-4	6	-1	0.25
CN(c1ccc(C(=O)NCc2ccccn2)cc1)S(C)(=O)=O	2	-16	-3	-5	13	0	0	4	-0.22
COc1cc(C2NC(=O)NC(O)(C(F)(F)F)C2C(=O)c2ccc(Cl)cc2)ccc1O (configuration not stated)	-5	-27	-1	-17	-9	/	-1	1	2
Cc1cccc(N2C(=O)CC(Sc3nc(C)cc(C)n3)C2=O)c1 (configuration not stated)	3	1	-12	0	1	-6	13	2	0.14
COc1ccc(S(=O)(=O)Nc2cccc(Cl)c2)cc1OC	-2	-10	7	19	-18	0	-9	4	-1.5
Cc1cccnc1NC(=O)CCCN1C(=O)c2ccccc2C1=O	17	-6	4	4	-14	-4	-8	-1	0.14
Cn1nc(-c2ccc(N3CCOCC3)c(NS(=O)(=O)c3ccccc3)c2)c2ccccc2c1=O	-2	-6	1	-17	3	3	-2	0	0.66
CCOc1ccc(-n2c(=O)c3c4c(sc3n(CC(=O)NCc3ccco3)c2=O)CCC4)cc1	10	-15	-14	-18	-3	18[fluorescence artefact?]	11	6	-0.07
O=C(NCc1ccco1)c1cccc(-c2nnc(-c3ccccc3)o2)c1	-6	11	0	-9	-14	0	-2	1	-0.98
CCOC(=O)C1CCN(c2ncnc3c2oc2ccccc23)CC1	-1	-19	-4	-14	34	5	2	10	0.13
Nc1nnnn1NCc1cccc(OCc2ccccc2)c1	-7	5	-3	-128	-13	-2	1	1	1.4
CSCc1cc(N(C)C)nc(SCc2ccc(Cl)c(Cl)c2)n1	6	-10	8	3	-2	/	-6	-1	-0.89
CCOC(=O)c1sc(=S)n(Cc2ccccc2)c1N	6	-4	-2	5	-25	-4	0	-1	-1.5
Cn1c(=S)[nH]c2cccnc21	-21	-16	-3	-5	-1	-4	2	-3	-0.42
COc1ccc(N2CCN(CCNC(=O)c3nnc(Cc4c(F)cccc4Cl)o3)CC2)cc1	1	-31	2	-8	37	-1	-5	0	0.62
CC(=O)C1=C(C)NC(SCC(=O)c2ccc(C)cc2)=C(C#N)C1c1ccco1 (configuration not stated)	-13	-4	15	18	-15	6	-10	6	/
CC1(C)CC(=O)C2=C(C1)N=c1s/c(=C/c3ccc(F)c(F)c3)c(=O)n1C2c1ccc(F)cc1 (configuration not stated)	-1	-6	10	4	-4	/	-6	1	-0.32
Cc1[nH]c2ccc(OC(=O)N3CCOCC3)cc2c1C(=O)OC(C)C	18	-7	1	-1	-16	-1	3	1	0.37
Cc1ccc(-n2nnnc2SCc2nnc(-c3ccccc3Br)o2)cc1	8	-8	-1	-30	-12	48	-1	2	-0.51
CC(=NCC1CCCO1)c1c(O)[nH]c(=O)[nH]c1=O (configuration not stated)	18	-26	3	-26	/	29	-5	4	-1
Cc1ccc(C)c(NC(=S)N(CCc2nc3cc(C)c(C)cc3[nH]2)Cc2cccnc2)c1	9	-5	9	-29	21	/	-5	0	-0.9
CCCOC(=O)c1ccc(NC(=O)CCC(=O)OCC)cc1	18	-6	-4	23	-37	-2	2	1	1.2
COc1cccc(C(=O)N2CCCC(c3nc(-c4cccs4)no3)C2)c1 (configuration not stated)	18	4	-1	-60	-17	2	3	-7	0.5
SMILES	VCAM1 TNFa inh	TNFa cytotox	PTPN22 inh 2	IL1B cytotox	cytoskel mod	ERa SRC1 inh	PTPN22 act	FAK blocker	PTK2B oligo ant
COC(=O)C1=NN(C(=O)c2ccc(C)cc2)C(O)(c2ccc(Cl)cc2)C1 (configuration not stated)	-45	/	2	20	-3	/	2	-4	/
Cn1c2ccccc2c(=O)n2c(=O)c3ccccc3cc12	9	8	-4	-11	-6	-1	2	31*	/
COc1cccc2cc(C(=O)C3=C(O)C(=O)N(CCCN4CCOCC4)C3c3ccncc3)oc12 (configuration not stated)	28	5	-1	12	-1	-2	-3	1	/
CCOC(=O)c1ccc2c(c1)nc(SCc1cn3ccsc3n1)n2CC	8	-43	-4	-52	16	-5	2	-1	-1.8
COc1ccc(/C=N/NC(=O)c2cc(-c3ccccc3OC)nc3ccccc23)cc1COC(C)=O	2	-5	1	-6	0	/	4	-12	-1.6
CCC(O)CNc1nc(SC)nc2sc3c(c12)CCN(C)C3 (configuration not stated)	/	/	-4	-23	/	-28	2	3	0.3
CCOc1ccccc1-c1nnc(SCC(=O)Nc2ccccc2)o1	11	-19	0	-34	4	8	0	0	-0.85
Cc1c(C)n(C(=O)CSc2nncn2C)c2ccccc12	17	-32	-2	-32	-2	-1	2	-1	0.02
C/C(Cn1nnc([N+](=O)[O-])n1)=N\NC(=O)c1cccc(Cl)c1	11	-28	4	/	8	/	1	4	0.23
C=C(C)C(=O)Nc1cccc(C(C)=O)c1	-3	-7	-2	2	-3	-34	2	0	-0.34
CCOc1cc(/C=N\NC(=O)Cc2ccccc2)ccc1OCC(=O)Nc1ccc(C)c(C)c1	52*	15	12	-13	-15	/	-10	-1	2.4
COc1ccc(Cl)cc1S(=O)(=O)n1ccnc1C(C)C	4	12	-9	8	4	-8	6	3	/
Cc1ccc(CNC(=O)c2nc3nc(C)cc(C)n3n2)cc1	-2	7	-17	-6	-18	2	16	-3	0.48
COc1cc(/C=N/n2cnnc2)ccc1OCCSc1ccc(C)cc1	-11	-31	1	-24	-26	/	3	-2	0.42
C=CCc1c(C)nc(SC)nc1Nc1ccc(C)cc1	0	0	5	17	3	-5	-6	2	0.35
Cc1cccc(N2C(=O)C(Cl)=C(Nc3c(C)n(C)n(-c4ccccc4)c3=O)C2=O)c1C	-21	-9	1	-36	-2	1	1	-1	0.33
COC(=O)c1ccc(CSc2nnc(NC(C)C)s2)cc1	10	-13	-4	-17	19	3	8	2	2.6
CCOc1ccc(NC(=O)NCCCn2c(C)nc3cc(C)c(C)cc32)cc1	0	-19	-2	11	-12	0	1	1	0.91
Cc1cc(NS(=O)(=O)c2ccc(NC(=O)C(C)N3C(=O)c4ccccc4C3=O)cc2)nc(C)n1 (configuration not stated)	-14	-11	-2	23	6	14[fluorescence artefact?]	-2	-2	1.3
CCn1c(=NC(=O)CN2C(=O)CCC2=O)sc2c(C)cc(C)cc21	2	-6	-6	11	8	1	4	3	/
C=CCNc1ncnc2c1[nH]c1ccccc12	-4	-5	8	-34	-49	5	-8	6	0.18
O=C(O)CCCCCNC(=O)c1ccccc1	12	-14	-15	-7	/	14	10	-1	-0.04
COc1cc(OC)nc(NC(=O)CSc2nc3ccccc3[nH]2)n1	14	-5	-8	-50	-12	5	8	1	0.61
Cc1ccc(N2Cc3ccccc3OC(C)C2=O)cc1 (configuration not stated)	6	-50	-13	7	14	15	9	2	/
CCc1c(C(=O)NCc2cnn(C)c2)csc1C	17	-4	0	-7	16	-4	-3	-1	0.94
SMILES	VCAM1 TNFa inh	TNFa cytotox	PTPN22 inh 2	IL1B cytotox	cytoskel mod	ERa SRC1 inh	PTPN22 act	FAK blocker	PTK2B oligo ant
N/C(=N/OCC(=O)Nc1cccc2ccccc12)c1nonc1N	5	-9	7	-57	-13	/	-7	2	-0.5
Cc1cccc(NC(=O)c2ccc([N+](=O)[O-])o2)n1	-6	-3	-4	16	2	/	8	5	0.47
CCOC(=O)C1=C(C)NC(=O)NC1c1c(O)ccc2ccccc12 (configuration not stated)	3	-32	-4	6	5	-4[fluorescence artefact?]	1	2	/
CN(C)c1ccc(NC(=O)Nc2ccc3snnc3c2)cc1	-6	0	-3	1	-26	-8	2	4	-0.09
Cc1nc2ccccn2c1C(=O)CSc1ccc(Cl)cc1Cl	21	-26	3	-31	-35	/	-2	1	-0.09
Cc1cc(N2CCCCC2)nc(SCc2ccc(C#N)cc2)n1	6	-33	9	-39	-4	-8	-11	1	-1.1
CCCCC(=O)OCC(=O)c1[nH]c(C)c(C(=O)OCC)c1C	10	-6	-1	-20	5	/	0	1	0.85
Cc1ccc(NC(=O)CSc2nc3nc(C)cc(C)c3c(=O)[nH]2)cc1	8	-34	-8	-19	0	19[fluorescence artefact?]	7	3	-0.09
CCC(=O)N(Cc1cc2cc(OC)ccc2[nH]c1=O)c1ccc(C)cc1C	0	-25	-1	-59	7	1	-1	6	-0.83
CCOc1ccccc1NC(=O)/C=C/C(N)=O	-11	-22	10	/	15	0	-9	0	1.8
CSc1cccc(NC(=O)CN(c2ccccc2)S(=O)(=O)N(C)C)c1	-2	-7	11	7	-2	50*	-10	19	-0.03
CCc1ccccc1NC1=NCC(=O)N1Cc1ccccc1	14	9	-10	-1	-29	0	8	-1	-0.08
COc1ccc2c3c(c(=O)oc2c1OCC(=O)C(C)(C)C)CCCC3	8	-17	-9	-68	-1	-27	5	-2	0.51
C=CCn1c(SCC(=O)N2CCc3ccccc3C2)nc2sc(C)cc2c1=O	8	0	6	-14	-4	/	-3	2	-0.97
CCOC(=O)CC(=O)CSc1ccc2nnc(-c3ccccc3)n2n1	8	-18	2	-8	-30	-4	-2	-2	-0.55
COC(=O)C1=C(C)N(Cc2ccc(C)cc2)C(=O)/C1=C\c1ccc(O)c(OC)c1	5	-12	11	-2	33	/	-5	-2	0.48
Cc1c(C(=O)CN2CCSCC2)c2ccccc2n1C	2	-20	-8	5	6	/	12	-5	0.69
COCCCNC(=O)/C=C/c1cccc(Cl)c1	-37	-18	-12	-44	20	/	17	-7	0.4
COc1ccc(NC(=O)/C=C/C(=O)O)cc1Cl	-10	2	-6	6	-30	/	4	4	-0.06
Cc1cc(C)n(-c2cc(C)c(C)cc2Br)n1	20	-6	-2	-24	-5	1	4	-2	0.3
CCn1c(SCC(=O)N2CCCCC2)nnc1-c1ccc(S(=O)(=O)N2CCN(C)CC2)cc1	-1	-17	-3	-4	10	7	4	-3	0.73
Cc1ccc2nc3c(c(C(=O)O)c2c1)CCC3	5	-35	-3	-28	/	27	2	1	-0.21
O=C(CN1CCN(c2nc(-c3ccc(F)cc3)cs2)CC1)NCc1ccc2c(c1)OCO2	17	-24	1	-13	8	-7	-4	4	1.4
CCCS(=O)(=O)c1c(S(=O)(=O)CCC)c2c(C)cccn2c1C(N)=O	4	/	2	33	-5	16	-3	-2	0.27
O=C(CSC1=NCCN1)NC12CC3CC(CC(C3)C1)C2	15	-37	-3	-3	-5	0	2	-5	0.89
COc1ccc(CCN2CC(C(=O)NCc3ccco3)CC2=O)cc1OC (configuration not stated)	-9	-4	-5	3	3	/	4	0	2.5
COc1ccc(N2C(=O)CC(NC34CC5CC(CC(C5)C3)C4)C2=O)c(OC)c1 (configuration not stated)	6	2	4	20	-10	-3	0	0	0.06
CCC(C)C1NC(=S)N(C2CCCCC2)C1=O (configuration not stated)	29	-12	14	21	-4	/	-11	-2	-0.4

One compound at a time, as listed above. Values in the order: VCAM1 TNFa inh, TNFa cytotox, PTPN22 inh 2, IL1B cytotox, cytoskel mod, ERa SRC1 inh, PTPN22 act, FAK blocker, PTK2B oligo ant
COc1ccc(N2C(=O)CC(NC34CC5CC(CC(C5)C3)C4)C2=O)c(OC)c1 (configuration not stated) reads 6, 2, 4, 20, -10, -3, 0, 0, 0.06
COc1ccc(NC(=O)/C=C/C(=O)O)cc1Cl reads -10, 2, -6, 6, -30, /, 4, 4, -0.06
COc1ccc(CCN2CC(C(=O)NCc3ccco3)CC2=O)cc1OC (configuration not stated) reads -9, -4, -5, 3, 3, /, 4, 0, 2.5
CCOC(=O)C1=C(C)NC(=O)NC1c1c(O)ccc2ccccc12 (configuration not stated) reads 3, -32, -4, 6, 5, -4[fluorescence artefact?], 1, 2, /
